Compound activity deposited in PubChem by Broad Institute.
CASP6 VEID inh – blocks human caspase-6 cleavage activity; purified caspase-6, Z-VEID-R110 cleavage fluorescence; inhibition, % at 12.5 µM; 350,000 compounds, 0.53% hits; AID 686996;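 active = mean inhibition across replicates at least about 35%, with every replicate also reaching that limit, limit read from the data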;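 note: 0% = median of neutral control wells and 100% = no fluorescence left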
Target sequence (P55212 24-179 limits assumed): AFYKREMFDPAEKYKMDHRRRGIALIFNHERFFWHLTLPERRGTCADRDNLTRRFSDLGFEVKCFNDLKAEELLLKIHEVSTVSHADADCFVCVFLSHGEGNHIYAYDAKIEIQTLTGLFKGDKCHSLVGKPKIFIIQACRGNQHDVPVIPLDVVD
Target sequence (P55212 194-293 limits assumed): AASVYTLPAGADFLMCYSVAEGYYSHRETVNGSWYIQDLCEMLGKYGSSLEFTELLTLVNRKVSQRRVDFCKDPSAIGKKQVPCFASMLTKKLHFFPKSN
SIRT5 block – sirtuin-5 (human) deacylase inhibition; Q9NXA8; Purified SirT5, succinyl-peptide AMC, trypsin-coupled fluorescence; inhibition, % at 15 µM; 330,000 compounds, 1.1% hits; AID 652115; in the data active = inhibition above about 15%
Target sequence (Q9NXA8 whole entry, looked up): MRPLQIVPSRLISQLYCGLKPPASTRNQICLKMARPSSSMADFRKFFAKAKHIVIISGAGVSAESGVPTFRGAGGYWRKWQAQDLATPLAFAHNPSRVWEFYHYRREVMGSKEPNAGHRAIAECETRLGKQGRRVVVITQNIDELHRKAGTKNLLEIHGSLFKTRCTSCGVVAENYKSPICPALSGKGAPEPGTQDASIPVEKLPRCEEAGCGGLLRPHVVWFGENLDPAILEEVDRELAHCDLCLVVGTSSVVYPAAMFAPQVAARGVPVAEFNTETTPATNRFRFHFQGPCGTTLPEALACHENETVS
FN deposit inh – fibronectin deposition inhibition; AH1F fibroblasts, Alexa488-fibronectin deposition fluorescence, overnight; inhibition, % at 12.6 µM; 350,000 compounds, 0.086% hits;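 active = mean inhibition across replicates of 30% or more, regardless of how many single replicates reach that level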;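 note: positive control wells lacked labelled fibronectin entirely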
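Test system: AH1F fibroblast monolayer depositing Alexa488-labelled fibronectin into matrix. Input: 10000 cells per well. Technique: fluorescence, ex 485 nm, em 525 nm. Buffer or medium: DMEM plus 2% serum, read in PBS. Timing: 1 h cell adhesion before compound, then overnight fibronectin incubation. Compound: single dose, pinned. Read-out basis: inhibition from reduced deposited-fibronectin fluorescence.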
Statin myotox sup – protects C2C12 myotubes from simvastatin toxicity; AID 602340; rescue of ATP level, % at 7.49 µM; ATP luminescence, 48 h; scaled: DMSO 0, geranylgeraniol control 100; 330,000 compounds, 0.78% hits;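 active = mean ATP rescue above about 67%, or every replicate alone reaching that limit, limit read from the data, passing the limit was not always enough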;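 note: myotubes were challenged with 10 µM simvastatin during compound exposure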
LGR2 antag – blocks bursicon-induced cAMP signaling via Drosophila LGR2 | HEK293 LGR2, CRE-luciferase, bursicon-stimulated, 4 h | inhibition, % at 9.99 µM | 380,000 compounds, 0.35% hits | AID 720647;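 active = drop in luminescence signal, shown as inhibition above about 50% in the replicate tests, limit read from the data, passing the limit was not always enough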;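 note: agonist challenge used bursicon conditioned medium at about half maximal strength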
S100A4 inh HTS – S100A4-myosin IIA interaction inhibition; P26447; S100A4/TAMRA-MyoIIA peptide fluorescence polarization; inhibition, % at 10.7 µM; 360,000 compounds, 0.14% hits; AID 652163;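 active = mean inhibition of at least 70% across replicates, with every replicate also reaching that level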
Target sequence (P26447 whole entry, looked up): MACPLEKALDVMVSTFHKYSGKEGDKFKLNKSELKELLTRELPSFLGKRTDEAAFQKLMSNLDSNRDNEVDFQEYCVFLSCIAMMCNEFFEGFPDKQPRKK
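Test system: S100A4 monomer protein. Medium: HEPES buffer with Ca2+, pH 7.2. Reagent: fluorescent myosin IIA peptide, 5 nM. Compound dosing: single-point compound testing. Timing: 5 min between mix addition and reading. Benchmarks: DMSO neutral and TFP positive wells.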
esBAF inh – blocks esBAF chromatin remodeling in mouse ES cells | Bmi1-luciferase knock-in reporter, 24 h; 100% = twice the neutral-well signal | reporter increase, % at 12.5 µM | 350,000 compounds, 2% hits | AID 602393; in the data active = activation above about 40%;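 note: 0% = median of the plate's neutral control wells and 100% = double that signal; a rise in the Bmi1 reporter signal indicates esBAF inhibition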
Starred values were filed as active, the others as inactive; nt = no result given; & = joins results of further samples.

The line under a structure holds: CASP6 VEID inh	SIRT5 block	FN deposit inh	Statin myotox sup	LGR2 antag	S100A4 inh HTS	esBAF inh
1	OC[C@H]1[C@@H](c2ccc(/C=C/c3ccccc3)cc2)[C@H]2CN(Cc3cccnc3)CCCCN21
→ 0	-1	nt	10	-37	-3	13
2	CCCCCCn1cc(CN2CC(N3CCCCC3)CS2(=O)=O)nn1 (stereo not given)
→ -1	3	7	nt	-4	-4	nt
3	Cc1cc(C)nc(SCC(=O)NC2CCCC2)n1
→ -1	0	nt	nt	18	-11	nt
4	Cc1cc(NC(=O)CSCC(=O)OCC(=O)c2ccc(Br)cc2)no1
→ 3	-1	9	3	0	-4	1
5	Cc1c(C(=O)NC2CCCc3ccccc32)oc2ccccc12 (stereo not given)
→ nt	nt	-2	0	nt	nt	4
6	COc1ccc(NC(=O)N(C)C[C@H]2OCCCC[C@@H](C)Oc3ccc(NS(=O)(=O)c4ccc(F)cc4)cc3C(=O)N([C@H](C)CO)C[C@H]2C)cc1
→ -3	7	nt	nt	nt	7	7
7	CCCn1nc(C(=O)N2CCN(S(=O)(=O)c3ccc(C)c(C)c3)CC2)c2ccccc2c1=O
→ 2	-1	16	8	17	-6	6
8	COc1ccc(NC(=O)N(C)C[C@H]2Oc3ccc(NC(=O)Nc4ccccc4)cc3CC(=O)N([C@@H](C)CO)C[C@@H]2C)cc1
→ -1	-1	1	-9	4	-2	0
9	CO[C@@H]1CN(C)C(=O)c2cc(NC(=O)Nc3ccccc3)ccc2OC[C@H](C)NC[C@H]1C
→ -13	2	3	-9	-29	-7	-4
10	Cc1cc(C(=O)N/N=C/C=C/c2ccc([N+](=O)[O-])cc2)n[nH]1
→ 2	-2	2	nt	-1	6	nt

An excerpt taken from the entries so far:
The line under a structure holds: CASP6 VEID inh	SIRT5 block	FN deposit inh	Statin myotox sup	LGR2 antag	S100A4 inh HTS	esBAF inh
7	CCCn1nc(C(=O)N2CCN(S(=O)(=O)c3ccc(C)c(C)c3)CC2)c2ccccc2c1=O
→ 2	-1	16	8	17	-6	6
8	COc1ccc(NC(=O)N(C)C[C@H]2Oc3ccc(NC(=O)Nc4ccccc4)cc3CC(=O)N([C@@H](C)CO)C[C@@H]2C)cc1
→ -1	-1	1	-9	4	-2	0

Single values from above.
cpd 5 @ Statin myotox sup: 0
cpd 8 @ S100A4 inh HTS: -2

The listing continues.
The line under a structure holds: CASP6 VEID inh	SIRT5 block	FN deposit inh	Statin myotox sup	LGR2 antag	S100A4 inh HTS	esBAF inh
11	Cc1ccc(S(=O)(=O)NCCSc2nnnn2-c2cc(C)ccc2C)cc1
→ nt	nt	-8	7	nt	nt	1
12	C[C@H](CO)N1C[C@H](C)[C@@H](CN(C)Cc2ccc(C(F)(F)F)cc2)Oc2ccc(NS(=O)(=O)c3ccccc3)cc2CC1=O
→ 2	9	nt	22	19	-5	-5
13	CCN1CCN(Cc2cc(=O)oc3ccc(Cl)cc23)CC1
→ nt	nt	3	1	nt	nt	-10
14	CN1CCCCC(NC(=O)c2cccc(C(F)(F)F)c2)C1=O (stereo not given)
→ 1	nt	0	nt	2	-15	nt
15	C[C@@H]1CCCCO[C@H](CN(C)Cc2ccc(C(=O)O)cc2)[C@@H](C)CN([C@H](C)CO)C(=O)c2cc(NC(=O)c3ccncc3)ccc2O1
→ 1	2	nt	nt	3	4	-5
16	Cc1cc(C)c(NC(=O)COC(=O)Cn2nc(-c3ccccc3)oc2=O)c(C)c1
→ -2	-3	10	7	-1	-8	-4
17	COc1ccc(NC(=O)Nc2ccc3c(c2)C(=O)N(C)C[C@H](OC)[C@@H](C)CN[C@H](C)CO3)cc1
→ nt	nt	-3	-2	-4	nt	2
18	Cc1ccc(NC(=O)CN(C)C(=O)c2cc(S(=O)(=O)N(C)C)ccc2N2CCCC2)cc1
→ 1	0	5	nt	7	-19	nt
19	COC(=O)[C@@]12C[C@@H](CC(=O)NCCc3ccccc3OC)C(=O)N(Cc3ccc4c(c3)OCO4)C1=CCC(C)(C)C2
→ 0	nt	-2	nt	42	-3	nt
20	CC=Cc1ccc2n(c1=O)C[C@@H]1[C@@H](CO)[C@H](C(=O)NCCC)[C@H]2N1C(=O)C1CCC1 (mixture of isomers)
→ 1	nt	nt	nt	-1	7	nt

More results
The line under a structure holds: CASP6 VEID inh	SIRT5 block	FN deposit inh	Statin myotox sup	LGR2 antag	S100A4 inh HTS	esBAF inh
21	CCOc1cc(C(=S)N2CCCCC2)ccc1OS(=O)(=O)c1ccc(Br)cc1
→ nt	nt	2	-23	nt	nt	-4
22	Nc1cc(=O)nc(SCC(=O)NC2CCCCC2)n1-c1ccccc1
→ nt	nt	-9	-1	nt	nt	7
23	CCCCNC(=O)N1CCN(C(=O)c2ccco2)CC1
→ -2	-4	nt	5	0	-2	-4
24	O=C(C[C@H]1CC[C@@H]2[C@H](COC[C@@H](O)CN2C(=O)Nc2ccc(C(F)(F)F)cc2)O1)NCC1CCCCC1
→ 0	8	-6	-21	5	0	18
25	C#CCN(C)Cc1ccccc1
→ nt	-18	-6&9	2	-12	-3&-12	5
26	COc1ccc(S(=O)(=O)N[C@@H]2CC[C@@H](CCn3cc(-c4cccc(F)c4)nn3)O[C@H]2CO)cc1
→ 0	-5	nt	1	7	2	9
27	CC1CCCCN1CC(=O)Nc1ccc2c(c1)OCO2 (stereo not given)
→ 3	6	4	-4	-1	-1	15
28	COc1ccc(C(CNC(=O)c2cc(S(=O)(=O)N3CCCCC3)ccc2C)N2CCCC2)cc1 (stereo not given)
→ 0	-4	-11	-10	3	-1	13
29	COc1cccc(NC(=O)CSc2nnc3ccc(-c4ccccn4)nn23)c1
→ 1	1	1	-11	12	-4	nt
30	COCCCNC(=O)c1cc(Nc2ccc(OC)cc2OC)nc2ccccc12
→ -4	0	4	-3	3	-10	7

Further records:
The line under a structure holds: CASP6 VEID inh	SIRT5 block	FN deposit inh	Statin myotox sup	LGR2 antag	S100A4 inh HTS	esBAF inh
31	CCOc1cc(C(=O)Nc2ccc(C(=O)NCCN(CC)CC)cc2)ccc1OCC(=O)N1CCOCC1
→ -1	4	4	0	6	1	-4
32	C[C@H]1CN([C@@H](C)CO)C(=O)c2cc(NC(=O)CCCCCC(=O)Nc3ccccc3N)ccc2O[C@@H]1CN(C)S(=O)(=O)c1cn(C)cn1
→ -1	10	nt	nt	-11	7	nt
33	CC(=O)NS(=O)(=O)c1ccc(NS(=O)(=O)c2ccccc2[N+](=O)[O-])cc1
→ 2	-2	2	-9	13	-7	-3
34	CCOC(=O)c1c(C)[n+](-c2ccc(C)cc2)c(CC)c2cc(OC)c(OC)cc12
→ -2	-15	3	-181	3	-1	-23
35	COc1ccc2cc(CCC(C)=O)ccc2c1
→ 1	-4	6	-5	-66	2&-3	58*
36	O=C(CSc1n[nH]c(=O)n1C1CC1)Nc1ccc(F)c(Cl)c1
→ 0	0	-2	-4	6	-2	-8
37	NC(=O)CCc1nc2cc(C(F)(F)F)ccc2n(Cc2ccccc2)c1=O
→ -1	-2	-2	4	-9	-2	-3
38	COc1ccc(CC(=O)OCC(=O)Nc2cccc(C(C)=O)c2)cc1OC
→ -2	-11	-13	-6	-14	1	-1
39	C[C@H]1CN([C@@H](C)CO)S(=O)(=O)c2ccc(C#Cc3ccc(F)cc3)cc2O[C@H]1CN(C)S(=O)(=O)c1cn(C)cn1
→ 5	1	nt	36	7	1	3
40	CCOc1ccccc1NC(=S)N1CCCCCC1
→ -2	-5	0	0	2	2	1

(continued)
The line under a structure holds: CASP6 VEID inh	SIRT5 block	FN deposit inh	Statin myotox sup	LGR2 antag	S100A4 inh HTS	esBAF inh
41	O=C(C[C@H]1CC[C@@H]2[C@H](COC[C@@H](O)CN2C(=O)c2ccccc2F)O1)NCc1ccccc1
→ 1	2	-16	0	-4	-13	-3
42	N/C(=N\OC(=O)C1CCCCC1)c1cccnc1
→ 0	-3	nt	nt	-33	-2	nt
43	COC(=O)CNC(=O)CNC(=O)Nc1ccccc1
→ 4	0	0	4	4	-1	-11
44	COc1ccccc1N1CCN(C(=O)C(=O)c2c(C)n(C)c3ccccc23)CC1
→ 0	0	6	4	9	6	-7
45	CCCCCC(=O)OCc1ccc(C2=CC(=O)CC(C)(C)C2=O)cc1
→ 3	-6	nt	4	17	-1	-1
46	CCn1c(SCCN2CCCCC2)nc2c1c(=O)n(C)c(=O)n2C
→ -1	2	5	-8	15	-4	-5
47	CCN1CCN(c2nc3sc4c(c3c(=O)n2-c2ccc(OC)cc2)CCCCC4)CC1
→ nt	nt	-3	-25	0	nt	4
48	C[C@H](CO)N1C[C@H](C)[C@H](CN(C)S(=O)(=O)c2cccs2)Oc2ncc(C#Cc3ccc(C(F)(F)F)cc3)cc2C1=O
→ nt	nt	nt	-3	1	nt	-2
49	CN1c2ccc(C3=CCCCC3)cc2[C@@H]2[C@@H](CCN2S(=O)(=O)c2ccc(F)cc2)[C@H]1CO
→ nt	nt	9	14	-10	nt	1
50	NC(=O)CSc1nccn1Cc1ccc2c(c1)OCO2
→ 6	-2	11	nt	7	-4	nt

(listing goes on)
The line under a structure holds: CASP6 VEID inh	SIRT5 block	FN deposit inh	Statin myotox sup	LGR2 antag	S100A4 inh HTS	esBAF inh
51	O=C(NCc1n[nH]c(=O)c2ccccc12)C1CC(=O)N(c2ccc(Cl)cc2)C1 (stereo not given)
→ -1	-2	-3	1	-6	-1	-1
52	COc1ccc(OC)c(NC(=O)CSc2nnc(CNc3ccc(C)cc3C)o2)c1
→ nt	nt	8	8	nt	nt	-2
53	Cc1nc(N2CCC(C)CC2)c2c(C)c(C(=O)Nc3cc(F)ccc3C)sc2n1
→ -3	-4	9	nt	11	4	nt
54	C[C@@H]1CN([C@@H](C)CO)C(=O)c2cccc(NS(=O)(=O)c3cn(C)cn3)c2O[C@H]1CN(C)Cc1ccncc1
→ -1	-5	nt	4	7	-3	-5
55	Cc1noc(C)c1S(=O)(=O)N(C)C[C@@H]1OCCCC[C@@H](C)Oc2ccc(NC(=O)Nc3ccccc3)cc2C(=O)N([C@@H](C)CO)C[C@H]1C
→ -3	6	-20	nt	-3	0	0
56	O=C(Cc1nnc(NC(=O)c2ccccc2)s1)N/N=C/c1ccco1
→ 5	-1	10	3	nt	-1	1
57	CCC(CO)Nc1ncnc2c1cnn2-c1ccc(OC)cc1 (stereo not given)
→ -3	0	8	-4	-4	12	7
58	Cc1cc(NC(=O)c2c(-c3ccccc3Cl)noc2C)no1
→ 0	-1	nt	nt	7	1	nt
59	COc1ccc(Oc2ccc(S(=O)(=O)N3CCCCC3)cc2S(=O)(=O)N2CCCCC2)cc1
→ 0	0	-6	nt	10	-7	nt
60	C[C@@H]1CCCCO[C@@H](CN(C)C(=O)Nc2ccc(F)cc2)[C@H](C)CN([C@@H](C)CO)C(=O)c2cc(N(C)C)ccc2O1
→ nt	nt	nt	7	-7	nt	1

Four of these compounds, set out differently:
55. Cc1noc(C)c1S(=O)(=O)N(C)C[C@@H]1OCCCC[C@@H](C)Oc2ccc(NC(=O)Nc3ccccc3)cc2C(=O)N([C@@H](C)CO)C[C@H]1C
  CASP6 VEID inh = -3	SIRT5 block = 6	FN deposit inh = -20	Statin myotox sup = nt	LGR2 antag = -3	S100A4 inh HTS = 0	esBAF inh = 0
56. O=C(Cc1nnc(NC(=O)c2ccccc2)s1)N/N=C/c1ccco1
  CASP6 VEID inh = 5	SIRT5 block = -1	FN deposit inh = 10	Statin myotox sup = 3	LGR2 antag = nt	S100A4 inh HTS = -1	esBAF inh = 1
57. CCC(CO)Nc1ncnc2c1cnn2-c1ccc(OC)cc1 (stereo not given)
  CASP6 VEID inh = -3	SIRT5 block = 0	FN deposit inh = 8	Statin myotox sup = -4	LGR2 antag = -4	S100A4 inh HTS = 12	esBAF inh = 7
58. Cc1cc(NC(=O)c2c(-c3ccccc3Cl)noc2C)no1
  CASP6 VEID inh = 0	SIRT5 block = -1	FN deposit inh = nt	Statin myotox sup = nt	LGR2 antag = 7	S100A4 inh HTS = 1	esBAF inh = nt

An excerpt (hit frequency here may not be typical).
